TMEM16A inh – TMEM16A chloride channel inhibitors, primary screen, cell-based, HTS; HEK293 TMEM16A/YFP iodide influx fluorescence, ionomycin; normalized B-score (activity score, 25-100; higher = stronger inhibition) at 10 µM; Anoctamin-1 (Mus musculus), Q8BHY3; AID 588511, 2011; hit rate 1.2% among 310,000;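 active means ratio plate-corrected score three or more library SD toward inhibition, starting fluorescence score within five deviations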;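 further: score derived from kinetic fluorescence span divided by baseline fluorescence per well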
SKKanGAS inh – S. pyogenes SKKanGAS growth inhibitors in kanamycin, primary screen, streptokinase expression inhibitor project, SKKanGAS strain, BacTiter-Glo luminescence; 6 h; AID 1662, 2009; inhibition, % at 7.5 µM; hit rate 1.3% among 300,000;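 active means mean replicate score, as percent of positive control median, at least 50; inconclusive means mean below 50 but one replicate at or above 50; inactive means mean and every replicate below 50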;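 further: strain carries kanamycin resistance gene driven by streptokinase promoter and grows in 40 µg/ml kanamycin; loss of luminescence reflects streptokinase promoter inhibition or plain growth inhibition; 0% = median of DMSO wells and 100% = positive control at its reference dose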
MrgX1 allo act – positive allosteric modulators of MrgX1, primary screen, HEK293 cells, Fluo-4 calcium flux. FDSS; stronger effect = higher value. B-score at 10 µM. hit rate 0.63% among 310,000. AID 588675, 2011;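 active means plate-corrected calcium response at least 3 library SD above typical, normal starting fluorescence, not activating the receptor alone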;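 further: compound read alongside a low EC10 to EC30 dose of BAM8-22 agonist; peak minus trough fluorescence over baseline measured at the second addition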
TRPC6 activator – mouse TRPC6 channel activators, primary screen, cell-based, HEK293, membrane potential dye. Short transient receptor potential channel 6 (Mus musculus), Q61143. HEK293-TRPC6 membrane potential dye fluorescence; stronger effect = higher value. hit rate 0.13% among 310,000. B-score at 10 µM. AID 2550, 2010;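 active means B-score of the integrated fluorescence ratio above library mean plus 3 SD, and starting fluorescence ratio within library mean plus 5 SD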;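 further: higher score means more depolarization so channel activation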
Target sequence (Q61143 whole entry, looked up): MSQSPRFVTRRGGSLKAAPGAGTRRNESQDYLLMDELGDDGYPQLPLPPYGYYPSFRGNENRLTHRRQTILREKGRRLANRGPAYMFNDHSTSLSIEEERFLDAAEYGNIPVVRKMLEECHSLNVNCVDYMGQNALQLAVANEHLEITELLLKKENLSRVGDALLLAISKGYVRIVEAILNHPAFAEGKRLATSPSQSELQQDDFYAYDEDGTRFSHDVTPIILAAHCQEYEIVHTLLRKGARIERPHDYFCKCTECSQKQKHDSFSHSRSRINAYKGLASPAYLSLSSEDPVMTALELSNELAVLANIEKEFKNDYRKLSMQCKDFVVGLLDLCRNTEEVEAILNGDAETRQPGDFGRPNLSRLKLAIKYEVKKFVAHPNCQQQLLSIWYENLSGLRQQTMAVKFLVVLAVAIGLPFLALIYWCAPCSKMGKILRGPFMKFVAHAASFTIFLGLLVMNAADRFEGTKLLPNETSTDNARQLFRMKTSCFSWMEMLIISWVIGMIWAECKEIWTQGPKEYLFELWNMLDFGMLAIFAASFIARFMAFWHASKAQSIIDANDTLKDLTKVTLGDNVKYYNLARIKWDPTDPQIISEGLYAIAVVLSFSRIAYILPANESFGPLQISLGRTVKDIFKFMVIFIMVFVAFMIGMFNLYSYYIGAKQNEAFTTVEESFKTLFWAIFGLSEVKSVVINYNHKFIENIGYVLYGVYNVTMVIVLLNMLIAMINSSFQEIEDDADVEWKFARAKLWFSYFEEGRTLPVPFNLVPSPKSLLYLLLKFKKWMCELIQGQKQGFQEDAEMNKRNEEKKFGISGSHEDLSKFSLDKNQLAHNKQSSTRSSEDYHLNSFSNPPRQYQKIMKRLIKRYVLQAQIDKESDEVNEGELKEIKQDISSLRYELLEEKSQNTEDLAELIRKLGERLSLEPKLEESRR
RGS4 block – RGS4 inhibitors, primary screen, cell-based, HEK293 M3R inducible RGS4, calcium flux | B-score at 10 µM | Regulator of G-protein signaling 4 (Homo sapiens), P49798 | AID 463165, 2010 | hit rate 0.45% among 310,000 | Fluo-4 calcium flux; stronger effect = higher value; triggered by carbachol at its EC20;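 active means B-score, a plate-corrected calcium signal, over three deviations above library mean, with baseline fluorescence within five deviations of library mean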;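 further: RGS4 expression induced by doxycycline in cells with stable M3 receptor; B-score is computed from the integrated fluorescence ratio over baseline after carbachol; higher B-score means a larger calcium signal and so more RGS4 inhibition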
Target sequence (P49798 whole entry, looked up): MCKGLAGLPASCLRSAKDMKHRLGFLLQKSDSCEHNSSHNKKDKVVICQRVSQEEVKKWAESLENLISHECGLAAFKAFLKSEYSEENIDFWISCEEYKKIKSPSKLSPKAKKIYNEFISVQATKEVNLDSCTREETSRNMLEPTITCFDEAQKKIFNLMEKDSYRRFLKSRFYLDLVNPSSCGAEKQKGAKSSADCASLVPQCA
RGS4 pot – RGS4 potentiators or activators, primary screen, cell-based, HEK293 M3R inducible RGS4, calcium flux; B-score at 10 µM; AID 463111, 2010; hit rate 0.92% among 310,000; carbachol calcium flux Fluo4; stronger effect = lower value;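 active means B-score of the integrated calcium signal more than 4 SD below the library mean, with starting fluorescence not abnormally high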;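 further: negative B-score means reduced calcium response which marks RGS4 activation or potentiation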
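Assay system: Inducible-RGS4 HEK293 cells carrying M3 receptor | Schedule: Compound preincubation 20 min at room temperature before agonist | Signal: Kinetic calcium fluorescence imaging with Fluo4-AM dye, 2 µM | Read-out basis: B score from integrated fluorescence ratio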
MrgX1 antagonist – antagonists of human MrgX1 receptor, primary screen, HEK293 cells, Fluo-4 calcium flux. Mas-related G-protein coupled receptor member X1 (Homo sapiens), Q96LB2. BAM8-22 antagonism; stronger effect = lower value. B-score at 10 µM. hit rate 1.3% among 310,000;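 active means calcium-response B-score plate-corrected more than 3 library SD below zero, starting fluorescence within 5 deviations, no agonist response on first addition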;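 further: peak minus trough fluorescence over baseline after final BAM8-22 challenge near maximal dose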
ANO1 activ – TMEM16A chloride channel activators or potentiators, primary screen, cell-based, HTS; Anoctamin-1 (Mus musculus), Q8BHY3; HEK293 TMEM16A/YFP-H148Q/I152L, iodide quench fluorescence; stronger effect = lower value; B-score at 10 µM; hit rate 0.3% among 340,000;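 active means fluorescence-ratio B-score plate-corrected deviation score at least 3 library SD below zero, with starting fluorescence score within 5 deviations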;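 further: channel opened by trigger with iodide after compound preincubation; score built on the fluorescence ratio of max minus min over baseline; more negative score means more quench and so TMEM16A activation or potentiation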
MrgX1 agonist – agonists of human MrgX1 receptor, primary screen, HEK293 cells, Fluo-4 calcium flux. Mas-related G-protein coupled receptor member X1 (Homo sapiens), Q96LB2. Fluo-4 calcium fluorescence, agonist mode; stronger effect = higher value. B-score at 10 µM. hit rate 0.44% among 310,000;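 active means calcium response B-score plate-corrected fluorescence ratio at least 3 library SD, with starting fluorescence B-score inside 5 SD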
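Assay system: stable human MrgX1 HEK293 cell line. Quantity: 15,000 cells per well. Schedule: cells plated overnight, dye loaded 0.5 h 37 °C, 0.5 h room temperature. Detection: Fluo-4 NW calcium-flux fluorescence, kinetic read. Read-out basis: peak-minus-minimum fluorescence over baseline, converted to B scores. Control set: positive and negative control wells on each plate.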
HDAC3 inhib – HDAC3 deacetylase inhibitors, primary screen, biochemical, fluorescence, cell-free homogeneous; inhibition, % at 8.3 µM; recombinant HDAC3, fluorogenic peptide/trypsin coupled; hit rate 0.15% among 320,000; Histone deacetylase 3 (Homo sapiens), O15379; in the data active means inhibition above about 26%, passing the limit was not always enough; inconclusive means no clear call, values can overlap the other calls
TRPC6 inhibitor – mouse TRPC6 channel inhibitors, primary screen, cell-based, HEK293, membrane potential dye; Short transient receptor potential channel 6 (Mus musculus), Q61143; ACh-evoked depolarization; stronger effect = lower value; B-score at 10 µM; hit rate 1.1% among 310,000;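 active means B-score under library mean minus 3 SD, initial fluorescence not abnormally high, positive integrated signal ratio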;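 further: B-score derived from integrated fluorescence ratio over the kinetic read; more negative B-score means stronger inhibition of depolarization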
Starred values were filed as active, the others as inactive; i = inactive; ? = inconclusive; · = no result given.

SMILES	TMEM16A inh	SKKanGAS inh	MrgX1 allo act	TRPC6 activator	RGS4 block	RGS4 pot	MrgX1 antagonist	ANO1 activ	MrgX1 agonist	HDAC3 inhib	TRPC6 inhibitor
CCOc1ccc2oc(=O)cc(CN3CCN(C(=O)c4ccco4)CC3)c2c1	i	9	i	i	i	i	i	i	i	·	i
CCOc1cccc(/C=C(/C#N)c2nc3ccccc3[nH]2)c1OCC(=O)O	i	-3	i	i	i	i	i	i	i	?	i
O=c1cc(-c2ccccc2)[nH]c2ccccc12	i	4	i	i	i	i	i	i	i	0	i
CC1CCN(S(=O)(=O)c2ccc(C(=O)N3CCOCC3)cc2)CC1	i	24	i	i	i	i	i	i	i	6	i
O=C(NC(Cc1ccccc1)C(=O)O)/C(=C/c1ccc(Br)cc1)NC(=O)c1ccc(Br)o1 (stereo unspecified)	i	-6	i	i	i	i	i	i	i	-1	i
O=[N+]([O-])c1cccc(CN2CCCCCC2)c1	i	-1	i	i	i	i	i	i	i	7	i
Cc1oc(-c2cccc(Cl)c2)nc1CS(=O)(=O)CC(=O)NCCN1CCOCC1	i	-4	i	i	i	i	i	i	i	-6	i
Cc1ccc(/C=C/C(=O)O)cc1S(=O)(=O)N(CCO)CCO	i	1	i	i	i	i	i	i	i	-3	i
O=C(N/N=C/c1ccc(O)c([N+](=O)[O-])c1)c1ccncc1	i	-1	i	i	i	i	i	i	i	10	i
O=C1CC(c2cc3c(cc2Br)OCO3)C2=C(CCCC2=O)N1 (stereo unspecified)	i	-1	i	·	·	·	i	i	i	·	·
Cc1sc2cc3c(c(C(=O)c4ccccc4)[n+]2c1C)-c1cccc2cccc-3c12	100*	55*	i	i	i	-14*	i	·	i	7	-8.6*
COc1cccc2cc(C(C)N(CCCN3CCOCC3)C(=S)Nc3c(C)cccc3C)oc12 (stereo unspecified)	i	-1	i	i	i	i	i	i	i	2	i
Cc1cccc(CCNC(=O)CCc2nnc(CCc3ccccc3)o2)n1	i	1	i	i	i	i	i	i	i	-4	i
O=C(OCC(=O)C12CC3CC(CC(C3)C1)C2)c1ccc(O)cc1O	i	12	i	i	i	i	i	i	i	4	i
Cc1cc(C)n(S(=O)(=O)c2cc(C(=O)O)c(Cl)cc2Cl)n1	i	7	i	i	i	i	i	i	i	9	i
COc1ccc(S(=O)(=O)N2CCC(C(=O)N[C@@H](C)C(=O)NCc3cccc(OC)c3)CC2)cc1	i	-6	i	i	i	i	i	i	i	-1	i
O=C(CN1C(=O)NC2(CCCC2)C1=O)Nc1ccc(F)cc1	i	-6	i	i	i	i	i	i	i	0	i
Cc1nn(Cc2ccccc2)c(C)c1NC(=O)c1cc2nc(-c3ccco3)cc(C(F)(F)F)n2n1	i	6	i	i	i	i	i	i	i	7	i
COc1ccccc1-c1noc2ncnc(Nc3cccc(C)c3)c12	i	5	i	i	i	i	i	i	i	4	i
CC(Cc1ccccc1)NC(=O)CSc1nc2nc3c(cc2c(=O)n1-c1ccccc1)COC(C)(C)C3 (stereo unspecified)	i	2	i	i	i	i	i	i	i	2	i
CC(CN(C)C)CN1c2ccccc2Sc2ccccc21 (stereo unspecified)	i	·	i	·	·	·	i	i	i	2	·
Cc1cc(-c2sccc2Br)nc(-n2cccc2)n1	·	-24	·	i	i	i	·	i	·	·	i
Cc1ccc2nc(SCC(=O)NC3CCCc4ccccc43)[nH]c2c1 (stereo unspecified)	i	4	i	i	i	i	i	i	i	1	i
CC1CCN(CC(=O)Nc2nc(-c3ccccc3)cs2)CC1	i	6	i	i	i	i	i	i	i	-10	i
Cc1cccc(C(=O)Nc2cccc(C(=O)N/N=C/c3ccncc3)c2)c1	i	-3	i	i	i	i	i	i	i	14	i
Cc1ccccc1C(C(=O)NC1CCCC1)N(C(=O)Cc1cccs1)c1ccc2c(c1)OCCO2 (stereo unspecified)	i	7	i	i	i	i	i	i	i	0	i
O=C(CCCN=C1NS(=O)(=O)c2ccccc21)OCC(=O)c1ccccc1Cl	i	-28	i	i	i	i	i	i	i	13	i
COc1ccc(CCNS(=O)(=O)c2ccc(C3CNC(=O)C3)cc2)cc1OC (stereo unspecified)	i	-3	i	i	i	i	i	i	i	0	i
CC1CCN(c2ccccc2NC(=O)c2cc([N+](=O)[O-])ccc2N2CCOCC2)CC1	i	4	i	i	i	i	i	i	i	-10	i
O=C(CCSc1nc(-c2ccco2)cc(C(F)(F)F)n1)NCc1ccccn1	i	-4	i	i	i	i	i	-15*	i	6	i
Cc1nnc(SCC(=O)Nc2ccc3c(c2)OCCO3)n1N	i	-5	i	i	i	i	i	i	i	2	i
COc1ccc(/C=C2\SC(=S)N(CCC(=O)Nc3cccc(C(=O)O)c3)C2=O)cc1	i	4	i	i	i	i	i	i	i	1	i
Cc1cccc(N2CCN(S(=O)(=O)c3cnc[nH]3)CC2)c1C	i	-4	i	i	i	i	i	i	i	11	i
COc1ccc(S(=O)(=O)n2nc(OC(=O)c3ccccc3Br)cc2N)cc1	i	13	10*	i	i	i	i	i	i	4	i
O/N=C(\c1ccc2c(c1)OCCO2)C1CCCCC1	i	2	i	i	i	i	i	i	i	1	i
CCOC(=O)C1=NOC(Cn2cc(C#N)c(=O)n(C)c2=O)C1 (stereo unspecified)	i	-28	i	i	i	i	i	i	i	-6	i
Clc1ccc2[nH]c3c(NCCN4CCOCC4)ncnc3c2c1	i	2	i	i	i	i	i	i	i	-3	i
CC1CCCCC1NC(=O)CCCn1c(=S)[nH]c2ccsc2c1=O (stereo unspecified)	i	4	i	i	i	i	i	i	i	3	i
Cc1ccc(S(=O)(=O)c2c(O)c3ccc(C(=O)O)cc3[nH]c2=O)cc1	i	-4	i	i	i	i	i	i	i	0	i
Cc1cccc(NC2=C(C#N)C(=O)NC3(CCCC3)S2)c1	i	-8	i	i	i	i	i	i	i	4	i
O=c1cc(N2CCOCC2)[nH]c(=O)n1-c1ccc(Cl)cc1	i	-4	i	i	i	i	i	i	i	-2	i
O=C(CCN1C(=O)c2ccccc2C1=O)Nc1ccc(-c2cn3ccsc3n2)cc1	i	10	i	i	i	i	i	i	i	-4	i
Cc1ccc(CS(=O)Cc2ccc(C(=O)NCc3ccccc3)o2)cc1 (stereo unspecified)	i	0	i	i	i	i	i	i	i	-3	i
O=C(CSc1nc2ccccc2c(=O)[nH]1)N1CCOCC1	i	-5	i	i	i	i	i	i	i	5	i
CCc1ccc(NC(=O)NC(C)c2ccc3c(c2)OCO3)cc1 (stereo unspecified)	i	-3	i	i	i	i	i	i	i	5	i
Cc1cc(NC(=O)Cn2nc(C(F)(F)F)c3c2CCCC3)no1	i	-2	i	i	i	i	i	i	i	0	i
CCn1c(NC)cc(=O)n(C)c1=O	i	4	i	i	i	i	i	i	i	-5	i
O=C(O)C1CC=CCC1C(=O)NCCc1ccccc1 (stereo unspecified)	i	7	i	i	i	i	i	i	i	3	i
C=CCN(Cc1cc(OC)ccc1OC)S(=O)(=O)N(C)C	i	·	i	i	i	i	i	i	i	1	i
CN(C)C1=NCCN1CCc1ccccc1	i	·	i	·	·	·	i	i	i	-1	·
(further entries)
SMILES	TMEM16A inh	SKKanGAS inh	MrgX1 allo act	TRPC6 activator	RGS4 block	RGS4 pot	MrgX1 antagonist	ANO1 activ	MrgX1 agonist	HDAC3 inhib	TRPC6 inhibitor
Cc1c(-c2ccccc2)[n+](=O)c2c(n1[O-])CCC2	i	0	i	i	i	i	i	i	i	-5	i
COc1ccc(S(=O)(=O)Oc2ccc3cccc(N)c3c2)cc1	i	7	i	i	i	i	i	i	i	2	i
O=S1(=O)CCC(NC(=S)Nc2ccc3ccccc3c2)C1 (stereo unspecified)	i	1	i	i	i	i	i	i	i	-3	i
CC(C)OC(=O)c1cc(C(=O)c2cc(Br)ccc2O)coc1=N	i	9	i	i	i	i	i	i	i	7	i
O=C(NC1CC2CCCC(C1)N2C(=O)Nc1ccc(Cl)c(C(F)(F)F)c1)C1CC1 (stereo unspecified)	i	6	i	i	i	i	i	i	i	-3	i
COc1ccc2sc(NCc3ccccc3)nc2c1	i	-7	i	i	i	i	i	i	i	3	i
CCC1Oc2ccccc2N(CC(=O)Nc2ccc3c(c2)OCCO3)C1=O (stereo unspecified)	i	4	i	i	i	i	i	i	i	-7	i
O=C(Nc1ccccc1O)c1cccc(NC(=O)c2ccco2)c1	i	-4	i	i	i	i	i	i	i	?	i
COc1ccc(OC)c(NS(=O)(=O)c2ccc(NC(C)=O)cc2)c1	i	-6	i	i	i	i	i	i	i	-16	i
Cc1ccc(N/C(N)=N/c2nc(CSc3ccccn3)cc(=O)[nH]2)c(C)c1	i	-17	i	i	i	i	i	i	i	0	i
O=C(CSCc1ccccc1)N1CCN(S(=O)(=O)c2cccc(F)c2)CC1	i	-2	i	i	i	i	i	i	i	-4	i
COc1ccc(C(C)NC(=O)C23CC4CC(CC(C4)C2)C3)cc1 (stereo unspecified)	i	3	i	i	i	i	i	i	i	3	i
CCc1ccc(OCC(=O)Nc2ccc3oc(=O)ccc3c2)cc1	i	-3	i	i	i	i	i	i	i	1	i
O=C(CSC1=Nc2ccccc2C2=NC(Cc3c[nH]c4ccccc34)C(=O)N12)NC1CCCCC1 (stereo unspecified)	i	5	i	i	i	i	i	i	i	7	i
CC(=O)Nc1ccc(NC(=S)NC(=O)c2ccc([N+](=O)[O-])c(C)c2)cc1	i	0	i	i	i	i	i	i	i	0	i
O=c1c2ccccc2nc(SCc2cc([N+](=O)[O-])cc3c2OCOC3)n1-c1ccccc1	i	-2	i	i	i	i	i	i	i	-2	i
O=C(NN1C(=O)C2C(C1=O)C1C=CC2C12CC2)c1ccccc1Cl (stereo unspecified)	i	7	i	i	i	i	i	i	i	-2	i
COc1ccccc1NC(=O)C(C)NS(=O)(=O)c1ccc(Cl)cc1 (stereo unspecified)	i	3	i	i	i	i	i	i	i	0	i

High-throughput results from PubChem.
